RXFP1 agonist: agonists of human relaxin receptor RXFP1 | 370,000 tested, 0.3% active | Potency, µM (top dose mostly 57.5 µM), for the others: at the top dose activation, most hits filed as activators | HEK293T-RXFP1 cAMP TR-FRET, 30 min; response scale: percent of porcine relaxin response, buffer zero | Q9HBX9 | AID 2676; also: potency is read from the fitted curve at half-maximal effect; % is scaled to controls: 0 for no effect and ±100 for the full control effect; nearly all actives have a fitted effect of over 60% in size; many of its hits are not listed in these tables
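HEK293T cells stably expressing RXFP1 were pretreated with the PDE4 inhibitor Ro 20174, exposed to compounds for 30 min at 37C, lysed, and cAMP was read by TR-FRET. Data normalized to buffer (basal) and 29 nM porcine relaxin (100%).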
TRHR ag: activates the human TRH receptor | AID 493084 | TRHR cells, calcium flux fluo-8, FDSS agonist mode | 360,000 tested, 0.18% active | P34981 | activation, % at 2 µM; in the data active = activation above about 30%; also: 0% is about no effect
Target sequence (P34981 whole entry, looked up): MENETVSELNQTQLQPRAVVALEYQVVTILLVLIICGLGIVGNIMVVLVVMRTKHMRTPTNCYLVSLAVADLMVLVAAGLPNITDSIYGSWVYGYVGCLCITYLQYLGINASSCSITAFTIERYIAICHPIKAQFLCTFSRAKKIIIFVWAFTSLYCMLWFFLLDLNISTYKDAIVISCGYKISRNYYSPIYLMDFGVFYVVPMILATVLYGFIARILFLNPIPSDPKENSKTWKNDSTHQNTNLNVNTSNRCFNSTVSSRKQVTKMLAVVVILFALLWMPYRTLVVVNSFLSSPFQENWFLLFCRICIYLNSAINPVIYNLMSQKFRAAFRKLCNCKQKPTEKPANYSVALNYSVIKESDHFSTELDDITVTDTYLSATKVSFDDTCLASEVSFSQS
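Steps: seed TRHR cells overnight; add fluo-8 no-wash Ca dye, RT 30 min–1.5 h; record 10 s baseline; pin-transfer compounds; monitor fluorescence 1 cycle/s for the agonist window. Calcium increases flag candidate agonists.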
D2 potentiator: D2 dopamine receptor (human) potentiation; P14416; HEK293 T-REx D2, calcium flux, EC20 dopamine potentiation; potentiation, % at 10 µM; 340,000 tested, 0.34% active; AID 485347;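 active = potentiation over 3 SD above the plate norm, cut at about 30% in these data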; also: 0% is about no effect
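Calcium flux readout, no-wash dye, 1 read/s. Inducible HEK293 Trex D2 line, overnight 30 C. Compound alone 180 s (agonist flags), then EC20 dopamine, another 180 s to score potentiation.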
Apoferritin bind: binds horse apoferritin like a general anesthetic. Potency, µM (doses to about 77.5 µM), inactives show at the highest dose activity change, negative = displacement, actives largely listed as inhibitors. P02791. 350,000 tested, 0.074% active. apoferritin/1-aminoanthracene competitive binding, fluorescence. AID 485281; also: potency is read from the fitted curve at half-maximal effect; % is scaled to controls: 0 for no effect and ±100 for the full control effect; nearly all actives have a fitted effect of over 20% in size
Target sequence (P02791 2-175 limits assumed): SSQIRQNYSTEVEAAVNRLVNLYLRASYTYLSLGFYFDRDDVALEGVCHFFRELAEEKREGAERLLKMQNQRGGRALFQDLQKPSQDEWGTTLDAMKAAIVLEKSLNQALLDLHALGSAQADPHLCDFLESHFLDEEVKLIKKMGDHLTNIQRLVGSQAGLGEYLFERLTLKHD
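Horse-spleen apoferritin (10 uM) was mixed with 50% saturated 1-aminoanthracene in PBS, exposed to compounds for 10 min at room temperature, and read for fluorescence (ex 380 nm, em 535 nm). Competitive displacement was fitted with a four-parameter Hill equation.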
TRHR enhancer: TRH receptor (human) allosteric enhancement. AID 493056. TRHR cells, fluo-8 calcium fluorescence, EC20 TRH enhancement. P34981. 360,000 tested, 0.66% active. enhancement, % at 2 µM; in the data active = enhancement above about 30%; also: 0% is about no effect
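TRHR-expressing cells loaded with fluo-8 calcium dye were read kinetically (ex 480/em 530) during compound addition, then stimulated with an EC20 of TRH (10 nM final). Enhancement of the Gq-mediated intracellular calcium response was scored.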
D1 antagonist: blocks dopamine activation of the human D1 receptor; HEK293 TREx D1 cells, calcium flux, dopamine EC80; active compounds read low; activity change, negative = inhibition, % at 10 µM; 360,000 tested, 3.2% active; AID 504652; in the data active = activity change below about -30%; also: % is scaled to controls: 0 for no effect and ±100 for the full control effect
Target sequence (P21728 whole entry, looked up): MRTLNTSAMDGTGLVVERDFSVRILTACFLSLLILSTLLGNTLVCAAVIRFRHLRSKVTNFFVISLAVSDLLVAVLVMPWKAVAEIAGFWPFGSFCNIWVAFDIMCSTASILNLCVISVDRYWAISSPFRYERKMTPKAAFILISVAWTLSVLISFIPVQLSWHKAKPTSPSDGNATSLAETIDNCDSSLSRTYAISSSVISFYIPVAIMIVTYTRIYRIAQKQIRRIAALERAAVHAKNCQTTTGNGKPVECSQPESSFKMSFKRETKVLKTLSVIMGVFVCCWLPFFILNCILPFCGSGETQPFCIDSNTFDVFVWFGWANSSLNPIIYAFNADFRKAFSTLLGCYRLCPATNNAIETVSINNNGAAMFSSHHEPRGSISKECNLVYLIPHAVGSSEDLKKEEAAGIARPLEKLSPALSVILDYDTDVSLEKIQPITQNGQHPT
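Tetracycline-induced HEK293 Trex D1 cells, force-coupled to calcium, dye-loaded; compounds added and read 180 s, then EC80 dopamine added and calcium flux tracked kinetically another 180 s.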
D1 PAM: human D1 dopamine receptor positive modulation | P21728 | HEK293 TREx D1 cells, calcium flux, dopamine EC20 potentiation | potentiation, % at 10 µM | 360,000 tested, 0.036% active | AID 504651; in the data active = potentiation above about 30%; also: 0% is about no effect
RXFP1 antag: RXFP1 (human) relaxin receptor antagonism; 350,000 tested, 0.59% active; HEK293-RXFP1, relaxin-stimulated cAMP HTRF, 30 min; active compounds read low; activity change, negative = inhibition, % at 57.5 µM; AID 1259400;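 active = activity change of -60% or lower, but not beyond a set lower limit; inconclusive = change between -60% and -40%, or beyond the set limit; inactive = change above -40%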; also: % is scaled to controls: 0 for no effect and ±100 for the full control effect
D1 agonist: agonists of human D1 dopamine receptor; AID 504660; P21728; activation, % at 2 µM; 360,000 tested, 1% active; HEK293 T-REx D1 cells, calcium flux, agonist mode; in the data active = activation above about 30%; also: 0% is about no effect
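Agonism was scored from calcium flux recorded over 180 s (1 read/s) after pintool compound addition, following a 10-cycle baseline. Cells were inducible force-coupled HEK293 TREx D1, plated overnight at 30 C and loaded with no-wash calcium dye.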
Starred values were filed as active, the others as inactive; ? = inconclusive; / = no result given; [ ] = another dose, or the depositor's remark. Unless noted, calls follow the shape of the dose curve; as a rule, active = well fitted curve in the direction sought with a large enough effect; inconclusive = small, poorly fitted or top-dose-only effect, or another doubt; inactive = no such curve, though single readings can be large; an effect the other way counts as inactive or inconclusive. These rows are one share of the data. The share of hits here may be higher or lower than overall.

Preview (four entries):
SMILES	RXFP1 agonist	TRHR ag	D2 potentiator	Apoferritin bind	TRHR enhancer	D1 antagonist	D1 PAM	RXFP1 antag	D1 agonist
Cc1nn(C)cc1CNC(=O)/C=C/c1cnn(C)c1	-0.1%	0.1	4.6	0.3%	5.6	7.4	2.3	2.7	0.0
CC(C)c1ccc(-c2nc3c([nH]2)c(=O)n(C)c(=O)n3C)cc1	-0.1%	0.1	3.1	5.4%	-0.5	2.1	-1.0	-12.1	-0.5
C[n+]1cn(CC(O)COCc2ccccc2)c2ccccc21 (stereo unspecified)	0.6%	0.6	-8.5	-7.3%	52.6*	2.6	2.4	-6.7	1.7
Cc1cc(N(CC(=O)O)S(C)(=O)=O)ccc1Br	1.5%	0.2	-1.7	0.8%	-4.7	6.2	-0.5	-12.8	-0.3

Main list (from the top)
SMILES	RXFP1 agonist	TRHR ag	D2 potentiator	Apoferritin bind	TRHR enhancer	D1 antagonist	D1 PAM	RXFP1 antag	D1 agonist
Cc1nn(C)cc1CNC(=O)/C=C/c1cnn(C)c1	-0.1%	0.1	4.6	0.3%	5.6	7.4	2.3	2.7	0.0
CC(C)c1ccc(-c2nc3c([nH]2)c(=O)n(C)c(=O)n3C)cc1	-0.1%	0.1	3.1	5.4%	-0.5	2.1	-1.0	-12.1	-0.5
C[n+]1cn(CC(O)COCc2ccccc2)c2ccccc21 (stereo unspecified)	0.6%	0.6	-8.5	-7.3%	52.6*	2.6	2.4	-6.7	1.7
Cc1cc(N(CC(=O)O)S(C)(=O)=O)ccc1Br	1.5%	0.2	-1.7	0.8%	-4.7	6.2	-0.5	-12.8	-0.3
Cc1ccc(N(CC(O)Cn2c3ccccc3c3ccccc32)S(C)(=O)=O)c(C)c1 (stereo unspecified)	2.2%	0.7	2.5	-5.5%	-1.3	8.1	7.5	-6.6	2.1
Cc1cccc(/C=C/c2onc(C)c2S(=O)(=O)N2CCC(C(=O)N3CCCCCC3)CC2)c1	0.6%	1.1	-14.2	?	-2.4	7.5	-4.2	-14.2	5.9
CN(C)c1cccc(C(=O)n2cc(C(=O)c3cc(F)ccc3O)cn2)c1	1.8%	-0.2	-7.4	?	-3.2	-7.8	-6.4	-8.7	2.8
O=C(Nc1ccc2oc(-c3cccnc3)nc2c1)c1ccc(-c2ccccc2OC(F)(F)F)o1	7.5%	-0.3	-9.9	-8.3%	-0.1	-11.3	-1.9	/	0.8
O=C(c1ccco1)N1CCN(S(=O)(=O)c2cc(Cl)ccc2Cl)CC1	-0.2%	-0.4	1.9	-9.9%	-8.0	6.3	-6.3	9.9	2.0
CC(=O)Nc1cccc(N2C(=O)CC(N3CCC(C(=O)N4CCCCC4)CC3)C2=O)c1 (stereo unspecified)	-0.9%	0.2	15.1	1.6%	-1.2	1.5	-1.0	9.0	2.2
O=c1oc(-c2cccs2)nc2c1cnn2-c1ccccc1	-1.0%	-1.2	1.6	-12.2%	8.2	15.3	-1.1	-20.8	2.2
CCC(=O)N1CCc2cc(Br)cc(S(=O)(=O)NCCc3cccc(C)c3)c21	-0.6%	-0.4	-16.6	43.0%[activator]	6.3	-16.9	0.3	-12.8	3.6
COc1ccccc1NC(=O)Nc1cccnc1	-0.8%	0.2	6.2	-4.5%	9.9	-0.4	2.8	-9.2	7.4
CCC(Cc1ccccc1)NS(=O)(=O)c1c(C)nc2sccn2c1=O (stereo unspecified)	2.2%	0.1	4.5	-12.8%	-4.0	-3.4	-9.5	12.5	5.8
COc1ccc(Br)cc1CNC(=O)Cn1ncn2nc(-c3cccs3)cc2c1=O	-3.4%	-0.7	4.0	-3.1%	-6.8	3.3	-1.5	2.0	1.4
CS(=O)(=O)Nc1cccc(C(=O)OCCCOc2ccc(F)cc2)c1	0.0%	-0.1	1.0	-4.2%	13.2	-2.4	-8.3	-3.9	3.9
O=C(CN(CC1CCCO1)C(=O)CNS(=O)(=O)c1ccc(Cl)cc1)NCc1ccc(F)cc1 (stereo unspecified)	-4.6%	-0.1	-2.9	-9.0%	1.5	-5.8	-4.2	6.7	-0.6
C=CCN1C(=O)C2(OCCO2)c2cc(C)ccc21	0.9%	-0.4	-8.5	2.7%	3.3	-3.7	-2.3	-0.9	0.4
CCOc1ccc(NC(=O)CN(C)C(=O)c2cc(C)nc3ccccc23)cc1OCC	-1.4%	-0.6	-19.4	/	2.8	11.1	-3.8	6.3	0.3
Cc1ccc(C(=O)NCC(=O)N2CCN(S(=O)(=O)c3cccs3)CC2)s1	11.8%	-0.3	3.1	-11.0%	1.1	-4.7	-0.3	-7.9	-1.0

Reprinted from the part before: 2 compounds; new compounds follow.
SMILES	RXFP1 agonist	TRHR ag	D2 potentiator	Apoferritin bind	TRHR enhancer	D1 antagonist	D1 PAM	RXFP1 antag	D1 agonist
CCOc1ccc(NC(=O)CN(C)C(=O)c2cc(C)nc3ccccc23)cc1OCC	-1.4%	-0.6	-19.4	/	2.8	11.1	-3.8	6.3	0.3
Cc1ccc(C(=O)NCC(=O)N2CCN(S(=O)(=O)c3cccs3)CC2)s1	11.8%	-0.3	3.1	-11.0%	1.1	-4.7	-0.3	-7.9	-1.0
CC1=CN2C(=N)/C(=C/c3ccc([N+](=O)[O-])o3)C(=O)N=C2S1	-0.2%	5.2	7.4	-1.3%	-6.6	11.4	-5.3	-7.8	6.6
CC(Sc1cccc[n+]1[O-])C(=O)Nc1ccc(Oc2ccccc2)cc1 (stereo unspecified)	-1.5%	-0.5	-2.0	-12.1%	-3.3	/	-6.0	1.3	2.2
COc1ccccc1CCC(=O)N1CCC(n2nccc2NC(=O)CC(C)C)CC1	0.4%	-0.1	0.3	-7.8%	0.0	1.3	-3.6	-2.8	1.4
CC(C)CC(NC=C1C(=O)OC(C)(C)OC1=O)C(=O)O (stereo unspecified)	-0.1%	0.5	-5.7	-20.2%	-1.1	-15.2	-2.6	6.5	2.8
N#Cc1ccccc1S(=O)(=O)N1CCN(C(=O)[C@@H]2CCCN2C(=O)c2cccs2)CC1	-1.7%	-2.7	-6.3	/	-9.4	1.7	-1.3	15.2	1.1
CC(C)c1ccc(CNC(=O)C(=O)Nc2nccs2)cc1	6.2%	-0.1	0.0	-4.5%	3.7	1.0	-9.7	-3.9	2.8
C=CCn1nnnc1SCC(=O)Nc1ccc(OC)cc1	-0.9%	-1.2	1.9	-6.7%	-7.2	8.9	8.4	-9.3	0.8
O=C(Cc1ccccc1F)Nc1cc(S(=O)(=O)N2CCOCC2)ccc1N1CCOCC1	0.9%	-0.2	-0.9	/	0.2	-15.4	-2.0	1.6	0.5
Cc1ccc(C)c(NC(=O)CSc2nnc(-c3cc4occc4n3C)n2-c2ccccc2C)c1	1.0%	0.9	2.9	10.1%	15.9	11.7	-1.7	-25.4	0.1
O=C(c1ccccc1)c1ccc(C(=O)N2CCCC(C(F)(F)F)C2)cc1 (stereo unspecified)	-1.0%	-0.2	13.6	/	-0.9	-16.2	-6.2	-9.0	9.0
CCOc1ccc(S(=O)(=O)N2Cc3ccccc3CC2C(=O)Nc2ccc(NC(C)=O)cc2)cc1 (stereo unspecified)	0.5%	-0.1	9.8	-14.8%	-5.9	-0.7	-1.1	/	0.3
CCCNC(=O)c1cnc2c(-c3ccc(OCC)c(OCC)c3)c(C)nn2c1-c1ccccc1	0.8%	-0.6	3.9	5.3%	-14.9	-0.4	-4.0	-8.6	0.5
Cn1c(=O)c2c(nc(N3CCOCC3)n2CC(=O)C23CC4CC(CC(C4)C2)C3)n(C)c1=O	4.4%	-1.2	8.5	?	-0.2	0.6	-0.8	-0.4	-0.1
Cn1c(=O)c2c(nc(CN3CCN(C(=O)c4ccco4)CC3)n2Cc2ccc(F)cc2)n(C)c1=O	1.6%	0.0	-3.7	-8.5%	11.7	-3.7	-0.8	-16.4	0.5
Cc1ccc(C2C3=C(CC(C)(C)CC3=O)N=C3c4ccccc4C(=O)C32)cc1 (stereo unspecified)	-0.2%	-0.9	-15.1	?	-4.6	15.6	-6.1	-0.2	0.6
COc1cccc(OC)c1C(=O)Nc1ccc(S(=O)(=O)N2CCCCC2)cc1	-1.0%	0.1	-5.3	-5.9%	5.0	31.0	1.5	2.8	0.8
CCCN1C(=O)C(Cc2nc3ccccc3c(=O)n2-c2ccc(OC)cc2)c2cc(C)ccc21 (stereo unspecified)	-0.7%	1.4	14.6	-5.2%	-4.6	6.1	-0.9	-2.6	1.9
Cc1ccccc1C(=O)N1CCN(S(=O)(=O)c2cccs2)CC1	-0.2%	0.1	-1.0	-3.3%	-2.7	9.9	-3.1	11.8	2.6
O=C1NC(Cc2ccccc2)C(=O)N1CC(=O)N1CCCc2ccccc21 (stereo unspecified)	-3.7%	0.0	16.1	-15.5%	3.2	4.1	-3.4	3.3	3.2
Cc1ccc(CN(Cc2ccco2)S(=O)(=O)c2ccc(S(=O)(=O)NCC3CCCO3)cc2)cc1 (stereo unspecified)	3.0%	0.1	-1.4	-18.9%	-1.2	-35.6*	-3.5	-19.4	23.4
CC(C)(C)NC(=O)CCN1CCOCC1	-3.4%	-0.6	7.5	-5.1%	2.1	20.8	-5.5	-5.7	-2.3
CC(C)c1ccc(CN2CCSCC2)cc1	2.4%	-1.3	-4.5	?	6.8	40.7	1.4	-30.6	-3.3
C/C(=N\Nc1ccc2nncn2n1)c1ccc(Cl)s1	4.0%	-1.0	-10.4	-7.3%	-1.9	-27.4	-2.8	2.0	0.9
CC(CNC(=O)COc1ccc2c(c1)OCO2)c1ccccc1 (stereo unspecified)	-0.5%	-0.3	/	/	-0.1	5.9	/	-0.3	7.1
COc1ccc(CN2CCNC(=O)C2CC(=O)N(C)CC2CCOCC2)cc1C (stereo unspecified)	0.8%	0.2	0.2	-5.0%	5.7	2.0	-2.1	0.4	5.2
CCOc1ccc(CCNC(=O)CCn2cccc2)cc1OCC	0.0%	0.1	-9.7	-7.9%	-7.1	25.4	-2.6	-11.9	1.3
COc1ccc([N+](=O)[O-])cc1NC1CCCCC1	-1.4%	-0.2	6.8	?	7.8	29.7	0.1	-28.7	5.6
COc1cc(OC)c(C2=NOC(C(=O)Nc3ccc4c(c3)OCO4)C2)cc1Cl (stereo unspecified)	2.9%	1.6	-3.6	7.8%	7.0	-8.7	-4.0	9.5	6.2
CC1CCN(C(=O)Cc2nn(C)c(=O)c3ccccc23)CC1	0.0%	-0.5	4.9	-8.9%	3.8	-11.3	-2.5	1.8	4.9
CCc1ccc(NC(=O)c2sc3nc(C)c(Cl)c(C)c3c2N)cc1	5.3%	0.2	-4.3	24.9%	-1.4	4.6	-3.5	/	0.3

Compound activity deposited in PubChem BioAssay by National Center for Advancing Translational Sciences (NCATS).
